# Bioassay records from PubChem.
# Keap1 Nrf2 FP – disrupts human Keap1 binding to Nrf2 peptide; 340,000 compounds, 0.15% hits; inhibition, % at 9.4 µM; Keap1 Kelch-Nrf2 peptide fluorescence polarization, 1536-well; in the data active = inhibition above about 12%;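 also: human Keap1 Kelch domain with fluorescein labeled Nrf2 9mer peptide probe; 0% = neutral control wells and 100% = peptide positive control; higher means more block of Keap1 binding to Nrf2 peptide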
# RTF Ca sens inh – cardiac RTF calcium desensitization; IANBD-labeled cardiac RTF, Ca2+ fluorescence; inhibition, % at 7.15 µM; 340,000 compounds, 0.12% hits; P19429+P45379;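 active = inhibition above the mean inhibition of all tested compounds plus 3 SD, cut at about 17% in these data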;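 also: assay run at fixed EC70 calcium of 1.6 mM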
# DAGLB inh – diacylglycerol lipase beta (human) inhibition; HEK293T DAGLB membrane lysate, EnzChek fluorogenic substrate; inhibition, % at 5.17 µM; 340,000 compounds, 0.059% hits; AID 504411; in the data active = inhibition above about 34%;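 also: 0% = enzyme with vehicle and 100% = wells lacking enzyme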
# PvdQ acylase – blocks Pseudomonas aeruginosa PvdQ acylase activity; 340,000 compounds, 0.063% hits; inhibition, % at 10 µM; AID 488965; purified PvdQ acylase, fluorescence plate reader; in the data active = inhibition above about 30%, passing the limit was not always enough;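 also: 0% = vehicle neutral wells and 100% = reference inhibitor wells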
# Arrestin-AP2 inh – human beta-arrestin and AP2 interaction inhibition; FITC-arrestin peptide / GST-AP2 beads, flow cytometry; AP2 beta2 appendage carries R879A mutation; inhibition, % at 10 µM; 340,000 compounds, 0.31% hits; AID 504490;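 active = inhibition above a set limit, near 3 SD of compounds lacking own fluorescence, cut at about 54% in these data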;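 also: plate controls were DMSO wells for no effect and 5 µM unlabelled arrestin peptide for full effect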
#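 Material – GST-tagged AP2 beta2-adaptin appendage (R879A) on 4 µm glutathione beads · Probe or stimulus – fluorescein-tagged arrestin peptide at 50 nM final · Timing – 12 min plus 1 h, RT · Detection – bead flow cytometry, FITC channel · Read-out basis – inhibition as reduced fluorescein signal on beads, percent · Medium – PBS plus Tween 20 (0.05%) and BSA (0.1%)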
# NSD2 HMT inh – blocks human histone methyltransferase NSD2. O96028. NSD2 peptide methylation, AlphaScreen, 120 min. inhibition, % at 12.5 µM. 310,000 compounds, 0.54% hits; in the data active = inhibition above about 50%
# SR-BI HDL uptake – mouse SR-BI HDL lipid transfer inhibition. 320,000 compounds, 0.96% hits. inhibition, % at 12.5 µM. Q61009. ldlA[mSR-BI] CHO cells, DiI-HDL uptake fluorescence, 3 h;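 active = mean replicate inhibition of at least 70% and a set share of replicates each scoring 70 or more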;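 also: 0% = median of neutral control wells and 100% = median of positive control wells; values of inactives mirror those of a sister screen read the other way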
# SR-BI uptake up – activators of SR-BI mediated HDL lipid uptake; CHO ldlA[mSR-BI] cells, DiI-HDL uptake fluorescence, 3 h; 100 = double the neutral-control signal; 320,000 compounds, 0.096% hits; activation, % at 12.5 µM;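 active = mean replicate activation of at least 60% and every replicate at or above 60%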;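 also: 0% = median plate neutral-control signal and 100% = twice that signal; values of inactives mirror those of a sister screen read the other way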
#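 System: CHO ldlA[mSR-BI] cells / Medium: HEPES-buffered (25 mM, pH 7.4) F12 plus 0.5% BSA / Probe or stimulus: labelled HDL, 10 µg/mL / Doses: single compound concentration, delivered by pin transfer / Schedule: 3 h, 37 °C / Measured by: DiI fluorescence, bottom read / Measure: cell-associated DiI fluorescence as measure of HDL uptake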
# PKA-R2B activ – activates the human PKA-R2B holoenzyme complex; PKA-R2B holoenzyme dissociation, Cy5-IP20 fluorescence polarization; R2B truncated from residue 108, S112A mutant; 0% DMSO only, 100% 113 µM cGMP; activation, % at 11.4 µM; 340,000 compounds, 0.079% hits;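 active = activation above a cutoff set at the mean over all compounds plus 3 SD, cut at about 18% in these data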;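 also: higher means more holoenzyme dissociation and a rise in polarization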
# Target sequence (P31323 whole entry, looked up, other chains not shown, the tested form may be a part): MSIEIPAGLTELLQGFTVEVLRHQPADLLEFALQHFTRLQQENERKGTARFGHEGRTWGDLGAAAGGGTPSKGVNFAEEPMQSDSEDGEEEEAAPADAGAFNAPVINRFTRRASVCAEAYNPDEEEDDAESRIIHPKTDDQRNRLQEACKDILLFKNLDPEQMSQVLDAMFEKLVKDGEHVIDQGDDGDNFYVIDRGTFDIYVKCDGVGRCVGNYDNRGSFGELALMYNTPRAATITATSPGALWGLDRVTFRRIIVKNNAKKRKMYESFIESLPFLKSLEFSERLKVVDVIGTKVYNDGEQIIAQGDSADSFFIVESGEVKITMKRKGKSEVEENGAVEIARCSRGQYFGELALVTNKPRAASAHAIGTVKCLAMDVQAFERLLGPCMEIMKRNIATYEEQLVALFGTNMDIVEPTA
# C-LANA FP – inhibitors of KSHV LANA C-terminal domain DNA binding | MBP-C-LANA/FAM-LBS DNA binding, fluorescence polarization | inhibition, % at 9 µM | 340,000 compounds, 0.078% hits;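 active = highest replicate inhibition at or above 60% at 9 µM, even if other replicates fall short; inactive = all replicates below 60% inhibition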;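 also: 0% = neutral control wells and 100% = 4 µM acridine orange control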
# * = called active by the depositor; . = not tested or not shown.
# The opening four compounds, ahead of the listing:
entry | mol | Keap1 Nrf2 FP | RTF Ca sens inh | DAGLB inh | PvdQ acylase | Arrestin-AP2 inh | NSD2 HMT inh | SR-BI HDL uptake | SR-BI uptake up | PKA-R2B activ | C-LANA FP
1 | Oc1ccccc1C1Nc2cccc3cccc(c23)N1 | 3.1 | 6.7 | 14.3 | -4.9 | 22.8 | 5.7 | -3.9 | 3.9 | -2.2 | 0.3
2 | Cc1ccccc1/C=N/NC(=O)Cc1ccc(Cl)cc1 | -0.1 | -3.5 | 0.0 | -18.2 | 42.3 | 1.3 | -5.8 | 5.8 | 5.5 | 0.1
3 | CCS(=O)(=O)NCC(c1ccco1)N1CCN(c2ccc(F)cc2)CC1 (centres undefined) | -6.6 | -6.0 | 0.9 | -20.5 | 1.3 | -2.7 | -17.9 | 17.9 | 3.8 | 0.1
4 | C=CCn1c(SCc2c(C)noc2C)nc2sc3c(c2c1=O)CCCC3 | -0.4 | 2.6 | -12.3 | -21.6 | -7.2 | -1.7 | 25.6 | -25.6 | -1.8 | 1.6

# The listing (from the top)
entry | mol | Keap1 Nrf2 FP | RTF Ca sens inh | DAGLB inh | PvdQ acylase | Arrestin-AP2 inh | NSD2 HMT inh | SR-BI HDL uptake | SR-BI uptake up | PKA-R2B activ | C-LANA FP
1 | Oc1ccccc1C1Nc2cccc3cccc(c23)N1 | 3.1 | 6.7 | 14.3 | -4.9 | 22.8 | 5.7 | -3.9 | 3.9 | -2.2 | 0.3
2 | Cc1ccccc1/C=N/NC(=O)Cc1ccc(Cl)cc1 | -0.1 | -3.5 | 0.0 | -18.2 | 42.3 | 1.3 | -5.8 | 5.8 | 5.5 | 0.1
3 | CCS(=O)(=O)NCC(c1ccco1)N1CCN(c2ccc(F)cc2)CC1 (centres undefined) | -6.6 | -6.0 | 0.9 | -20.5 | 1.3 | -2.7 | -17.9 | 17.9 | 3.8 | 0.1
4 | C=CCn1c(SCc2c(C)noc2C)nc2sc3c(c2c1=O)CCCC3 | -0.4 | 2.6 | -12.3 | -21.6 | -7.2 | -1.7 | 25.6 | -25.6 | -1.8 | 1.6
5 | CC1CCN(c2ccc3nnc(CCC(=O)NC(C)C)n3n2)CC1 | -2.4 | -17.2 | 0.0 | 0.5 | 3.1 | -5.7 | -4.8 | 4.8 | -2.0 | -0.1
6 | Cc1ccc(NC(=O)N2CCN(c3ccccn3)CC2)cc1 | -1.1 | -2.6 | 1.1 | -15.8 | -5.2 | -2.1 | 1.6 | -1.6 | -10.6 | 0.0
7 | Clc1cc2cccnc2c2ccccc12 | 5.2 | 5.8 | -5.7 | -5.8 | -10.9 | -2.0 | -21.5 | 21.5 | 3.4 | -1.2
8 | CC1CCC(C(=O)c2c(O)c3ccccc3oc2=O)CC1 (centres undefined) | -4.1 | 0.8 | 0.9 | -7.3 | 1.1 | -0.2 | -22.5 | 22.5 | -2.1 | -0.7
9 | O=[N+]([O-])c1ccc(SCc2c(F)cccc2Cl)nc1 | -2.4 | -0.5 | -14.6 | 7.6 | 5.9 | 5.0 | 18.6 | -18.7 | -2.2 | -0.7
10 | COc1cccc(C2CC(=O)C3=C(C2)Nc2ccccc2N(C(=O)CCC(=O)O)C3c2ccc(F)cc2)c1 (centres undefined) | -3.4 | -21.4 | 2.9 | -8.4 | 9.3 | -7.2 | 0.1 | 25.3 | 0.9 | -1.1
11 | CCOC(=O)c1ccccc1NC(=O)CN(c1ccccc1C)S(C)(=O)=O | -2.1 | -9.2 | -4.5 | 13.7 | -2.9 | -1.1 | 11.1 | -11.1 | -7.3 | -0.8
12 | COc1ccc(N2CCN(C(=O)Nc3ccccc3C)CC2)cc1 | -1.7 | 1.5 | -0.6 | -11.7 | -2.9 | 0.9 | -10.7 | 10.7 | 2.8 | -0.7
13 | COc1ccccc1OCCCCOc1ccccc1C(C)=O | -8.2 | -0.5 | -8.0 | -15.7 | 10.3 | -3.7 | 6.0 | -6.0 | -20.9 | -1.5
14 | COc1cc2c(cc1C1NC(=S)NC(C)=C1C(N)=O)CCCC2 (centres undefined) | -2.3 | -18.0 | 1.7 | -14.4 | -10.1 | 0.1 | 27.7 | -27.7 | 11.4 | 0.5
15 | O=C1CC(C(=O)N2CCC(N3CCC(C(=O)NC4CC4)CC3)CC2)c2ccccc21 (centres undefined) | -3.9 | 2.5 | -1.1 | 3.8 | 43.5 | -2.6 | . | . | 4.5 | 0.2
16 | CCOc1ccc(NC(=O)CCNS(=O)(=O)c2ccc(Br)s2)cc1 | -2.5 | -14.9 | 0.1 | 5.4 | -1.4 | -3.1 | 15.0 | -15.0 | -15.6 | 2.2
17 | Cc1c(NC(=O)COC(=O)c2ccc(Br)o2)c(=O)n(-c2ccccc2)n1C | -5.2 | -6.5 | 0.4 | -9.7 | 9.9 | . | . | . | -12.7 | -1.2
18 | Nc1ccc(C(=O)N/N=C/c2cn(Cc3ccccc3)c3ccccc23)cc1 | -8.6 | -1.0 | 4.4 | -2.6 | -4.2 | -1.8 | 34.8 | -34.8 | -6.0 | -1.1
19 | CCOC(=O)CCCNC(=O)COC(=O)CCC(=O)c1ccc(F)cc1 | -3.0 | -3.0 | -0.3 | -9.7 | 4.8 | -0.1 | -14.8 | 14.8 | -21.3 | 0.1
20 | O=C(CSc1ccc2nnc(-c3ccc(F)cc3)n2n1)N1CCOCC1 | 0.9 | -5.8 | 0.6 | -18.7 | 3.3 | . | -2.8 | 2.8 | 10.5 | -1.7
21 | CCOC(=O)c1cccc(N2C(=O)c3ccccc3S2(=O)=O)c1 | 1.1 | -2.5 | -2.2 | -1.1 | 21.0 | -2.2 | 4.4 | -4.4 | -0.4 | -0.3
22 | CC(C)(C)OC(=O)[C@H](NC(=O)OCc1ccccc1)c1ccccc1 | 2.2 | -19.2 | -14.3 | -0.6 | 34.0 | . | 22.8 | -22.8 | -1.6 | 2.2
23 | Cc1cccc2cc(C(c3nnnn3CC3CCCO3)N3CCOCC3)c(=O)[nH]c12 (centres undefined) | -0.4 | -0.2 | 0.8 | -12.5 | -5.5 | . | -19.3 | 19.3 | 6.6 | -0.4
24 | Cc1cccc(NC(=O)COC(=O)c2ccc(S(=O)(=O)N3CCCC3)cc2)c1 | 0.2 | -7.5 | -1.9 | -14.8 | -3.3 | 6.3 | -5.7 | 5.7 | 2.5 | 0.0
25 | CC(Cc1ccccc1)C(=O)NCCO (centres undefined) | 1.0 | -7.0 | -1.1 | -1.0 | -16.9 | . | -6.9 | 6.9 | -3.3 | 2.9
26 | CC(=O)Nc1ccc2c(c1)-c1ccc(F)cc1C2 | 1.0 | -2.9 | -2.4 | -10.8 | -4.5 | . | -6.1 | 6.1 | 3.8 | 3.1
27 | COc1ccc(/C=N/N=C/c2ccc(OC)cc2)cc1 | 0.3 | -5.6 | -4.4 | -7.8 | 4.1 | -2.9 | -9.8 | 9.8 | -11.0 | -2.2

# An excerpt from above in order of heavy-atom count, ascending.
entry | mol | Keap1 Nrf2 FP | RTF Ca sens inh | DAGLB inh | PvdQ acylase | Arrestin-AP2 inh | NSD2 HMT inh | SR-BI HDL uptake | SR-BI uptake up | PKA-R2B activ | C-LANA FP
6 | Cc1ccc(NC(=O)N2CCN(c3ccccn3)CC2)cc1 | -1.1 | -2.6 | 1.1 | -15.8 | -5.2 | -2.1 | 1.6 | -1.6 | -10.6 | 0.0
13 | COc1ccccc1OCCCCOc1ccccc1C(C)=O | -8.2 | -0.5 | -8.0 | -15.7 | 10.3 | -3.7 | 6.0 | -6.0 | -20.9 | -1.5
20 | O=C(CSc1ccc2nnc(-c3ccc(F)cc3)n2n1)N1CCOCC1 | 0.9 | -5.8 | 0.6 | -18.7 | 3.3 | . | -2.8 | 2.8 | 10.5 | -1.7
